High-throughput results: PubChem BioAssay, several laboratories
M4 PAM: CHRM4 positive allosteric modulation; 360,000 tested, 0.4% active; activation, % at 3 µM; CHO-K1 hM4/Gqi5, Fluo-8 calcium fluorescence, ACh EC20; 0% = ACh EC20, 100% = maximal ACh; AID 624126; P08173;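 active = activation above its plate's cutoff, the mean activation of sample wells plus 3 SD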; also: some results filed as inactive read as strong as hits
Target sequence (P08173 whole entry, looked up): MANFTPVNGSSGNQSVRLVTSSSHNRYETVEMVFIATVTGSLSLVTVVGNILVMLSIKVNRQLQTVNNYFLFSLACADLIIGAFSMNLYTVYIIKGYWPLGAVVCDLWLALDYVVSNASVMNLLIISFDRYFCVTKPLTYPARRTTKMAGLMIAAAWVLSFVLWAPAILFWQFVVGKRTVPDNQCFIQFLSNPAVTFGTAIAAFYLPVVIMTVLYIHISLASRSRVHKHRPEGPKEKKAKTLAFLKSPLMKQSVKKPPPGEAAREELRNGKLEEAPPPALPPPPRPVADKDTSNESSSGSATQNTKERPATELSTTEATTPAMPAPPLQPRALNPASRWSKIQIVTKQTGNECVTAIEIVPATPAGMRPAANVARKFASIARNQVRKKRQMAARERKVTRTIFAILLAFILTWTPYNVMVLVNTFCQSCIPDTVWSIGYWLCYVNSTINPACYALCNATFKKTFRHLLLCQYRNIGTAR
TAAR1 antag: antagonists of human TAAR1; CHO RD-HGA16 TAAR1, Fluo-8 calcium fluorescence, antagonist; AID 624466; Q96RJ0; inhibition, % at 3 µM; 360,000 tested, 1.5% active;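 active = inhibition above a per-plate cutoff, the mean inhibition of test compounds on that plate plus 3 SD, cut at about 49% in these data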;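 also: 0% = DMSO plus EC80 beta-PEA response and 100% = DMSO alone without agonist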
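Test system – hTAAR1-expressing CHO RD-HGA16 cells, Gα16-coupled · Reagent – β-PEA at EC80 concentration, post-compound challenge · Compound dosing – 3 µM, single point · Timing – 140 s kinetic read after compound, 140 s after agonist · Detection – Fluo-8 intracellular calcium dye fluorescence, real-time kinetic reads · Control set – DMSO and EC80 PEA controls · Repeats – n of 1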
TAAR1 agonist: agonists of human TAAR1. Q96RJ0. CHO RD-HGA16 TAAR1, Fluo-8 calcium fluorescence; vehicle wells 0%, saturating PEA agonist 100%. activation, % at 3 µM. 360,000 tested, 0.99% active. AID 624467;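 active = activation above the mean activation of all test compounds in the run plus 3 SD, cut at about 38% in these data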
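System: CHO-derived RD-HGA16 cells with stable Gα16 and human TAAR1. Times: 17-24 h plating, Fluo-8 75 min 37 °C, 30 min RT. Measured by: calcium-sensitive Fluo-8 signal, excitation 470-495, emission 515-575 nm. Read-out basis: % activation relative to PEA EC100 response. Control set: DMSO and PEA EC100. Repeats: no replicates (n 1).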
CHRM5 agonist: CHRM5 agonism in calcium assay | activation, % at 3 µM | CHO-K1 hM5 cells, Fluo-8 calcium fluorescence; 0% DMSO wells, 100% maximal acetylcholine response | P08912 | 360,000 tested, 0.19% active;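 active = activation above the run's mean over test compounds plus 3 SD, cut at about 23% in these data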;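 also: signal is peak over basal fluorescence ratio across the kinetic read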
Target sequence (P08912 whole entry, looked up): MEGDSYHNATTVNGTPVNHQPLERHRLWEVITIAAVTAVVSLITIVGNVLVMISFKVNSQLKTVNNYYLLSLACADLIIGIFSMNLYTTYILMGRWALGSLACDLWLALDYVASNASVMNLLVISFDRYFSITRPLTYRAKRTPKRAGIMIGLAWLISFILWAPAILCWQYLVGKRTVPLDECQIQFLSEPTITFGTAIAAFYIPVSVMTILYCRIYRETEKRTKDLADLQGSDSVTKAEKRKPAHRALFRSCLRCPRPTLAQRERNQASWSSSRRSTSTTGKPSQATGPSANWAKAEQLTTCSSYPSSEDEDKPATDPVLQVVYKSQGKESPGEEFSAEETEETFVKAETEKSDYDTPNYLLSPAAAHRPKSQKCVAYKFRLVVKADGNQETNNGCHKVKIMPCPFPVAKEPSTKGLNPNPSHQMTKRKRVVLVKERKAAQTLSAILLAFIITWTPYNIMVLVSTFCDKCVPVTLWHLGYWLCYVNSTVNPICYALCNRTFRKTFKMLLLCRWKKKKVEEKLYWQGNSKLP
CRFBP-R2 block: antagonists of CRF-binding protein/CRF-R2 receptor complex. inhibition, % at 11.8 µM. HEK293 CRF-R2/CRF-BP, CRF-induced calcium fluorescence. 350,000 tested, 0.59% active;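 active = inhibition of the ligand-induced calcium signal above about 50% at the single tested concentration, limit read from the data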
CRFR2-BP ag: CRF-BP/CRF-R2 complex agonism | HEK293 CRF-R2/CRF-BP, calcium dye fluorescence (FLIPR); percent of saturating CRF peptide response | activation, % at 13.2 µM | 350,000 tested, 0.46% active | AID 588473;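 active = activation of at least 50%, plus an integration ratio under a set limit after plate pattern correction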;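 also: plate controls were neutral control wells without compound for no effect and CRF at EC100 for full effect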
M5 PAM: potentiates acetylcholine response at human M5 receptor. CHO-K1 hM5, Fluo-8 calcium, ACh EC20 PAM; 0% = ACh EC20, 100% = ACh EC100. activation, % at 3 µM. 360,000 tested, 0.3% active;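 active = activation above the run cutoff, the mean activation of all test compounds plus 3 SD, cut at about 18% in these data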
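Assay system: CHO-K1 hM5 cells / Incubation: Fluo-8 loading 80 min at 37 °C plus 30 min room temperature / Technique: Fluo-8 calcium dye fluorescence, kinetic read / Repeats: single replicate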
M5 antag: CHRM5 antagonism in calcium assay; P08912; CHO-hM5 cells, Fluo-8 calcium fluorescence, ACh EC80; inhibition, % at 3 µM; 360,000 tested, 0.59% active; AID 624040;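 active = inhibition above a per-plate cutoff, the mean of that plate's test compounds plus 3 SD, cut at about 27% in these data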;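 also: 0% = acetylcholine EC80 with DMSO and 100% = DMSO without agonist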
M1 PAM parental: M1 PAM counterscreen hit in parental CHO-K1 cells. ATP EC20, Fluo-8 calcium fluorescence; 0% at ATP EC20, 100% at ATP max. activation, % at 3 µM. 360,000 tested, 0.02% active;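 active = activation above the run cutoff, the mean activation of all test compounds plus 3 SD, cut at about 40% in these data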;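 also: peak over basal fluorescence ratio in a 140 s read after ATP addition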
An asterisk follows results filed as active; / = no result given.

SMILES	M4 PAM	TAAR1 antag	TAAR1 agonist	CHRM5 agonist	CRFBP-R2 block	CRFR2-BP ag	M5 PAM	M5 antag	M1 PAM parental
CC1CN(C(=O)COC(=O)c2cc(=O)c3ccccc3o2)CC(C)O1 (centres undefined)	12	-2	1	-3	15	-1.1	-2	-3	-2
CCOc1ccccc1OCC(=O)O	-5	-33	4	0	-7	0.2	0	0	8
CC1c2ccccc2SC(CCCN(C)C)c2ccccc21 (centres undefined)	-2	-23	20	-8	-94	-1.7	-10	9	9
CC1CCN(c2nc(-c3ccccc3)cc(C(F)(F)F)n2)CC1	2	-8	2	2	-6	-0.2	1	-8	10
C#CCOCCOCCOCCNc1nc(N2CCOCC2)nc(N2CCN(C(=O)[C@H](CCC(=O)O)n3cc([C@@H](N)CCCCN)nn3)CC2)n1	3	-2	3	3	9	-1.3	11	-4	-6
CC1(C)C2CCC1(CS(=O)(=O)N1CCOCC1)C(=O)C2 (centres undefined)	8	6	8	-1	5	-0.7	5	0	-3
O=C(C[C@@H]1C/C=C/CC[C@@H](Cc2ccc(F)cc2)C(=O)O[C@@H](c2ccccc2)CNC1=O)NCCO	-4	66*	16	1	-3	0.3	-26	31*	-5
Cc1ccc(S(=O)(=O)NCCC(=O)Nc2cc(S(=O)(=O)N(C)C)ccc2C)cc1C	-8	-24	2	-3	-1	-0.9	2	-8	9
O=C(NC(=C(Cl)Cl)S(=O)(=O)c1ccc(Cl)cc1)c1ccccc1	2	-13	-3	-10	12	0.3	5	-7	5
Cc1nc(C(=O)Nc2ccccc2Cl)cc2c1[nH]c1ccccc12	5	8	5	-3	-5	0.7	-3	6	1
COC(=O)C1CCN(CCCOc2ccc(CN3CCN(c4ccc([N+](=O)[O-])cc4)CC3)cc2)CC1	-12	-6	2	-6	-5	2.3	-6	6	-8
Cc1nn(CC(=O)NC2CCS(=O)(=O)C2)c(C)c1[N+](=O)[O-] (centres undefined)	17	-4	1	-1	12	-1.9	9	6	16
O=C(CN1C(=O)CCC1=O)Nc1nc(-c2ccc3ccccc3c2)cs1	-5	2	3	13	-22	1.0	0	7	4
O=C(COCc1cc(-c2ccc3c(c2)OCO3)on1)Nc1cccnc1	5	1	0	0	2	-0.5	-8	4	10
CCOC(=O)c1nnn(CC(=O)N2N=C(c3ccc(Cl)cc3)CC2c2ccccc2)c1C(=O)OCC (centres undefined)	-3	2	6	1	17	4.8	-5	0	0
N#Cc1c(NC(=O)C2C3C=CC(C3)C2C(=O)O)sc2c1CCCCC2 (centres undefined)	-3	-1	1	0	2	-1.6	4	-10	22
Cc1cccc(NC(=O)CN2C(=O)S/C(=C\c3ccc(O)c([N+](=O)[O-])c3)C2=O)c1	-3	-27	3	-1	20	-1.0	1	7	7
COc1ccc(-c2csc(NC(=O)CSc3nc(SC)ns3)n2)cc1	-11	23	4	-1	85*	1.0	-9	5	1
C/C(=N/NC(=O)c1ccc(Br)o1)c1cccc(NC(=O)c2ccc(C)o2)c1	9	2	7	-3	10	-0.1	-7	6	2
Cc1ccc(-c2nc3c4ccccc4ccn3c2Cc2ccsc2)cc1	-7	-10	0	0	/	/	0	6	8

The final three compounds of the section above are carried over, then new ones follow.
SMILES	M4 PAM	TAAR1 antag	TAAR1 agonist	CHRM5 agonist	CRFBP-R2 block	CRFR2-BP ag	M5 PAM	M5 antag	M1 PAM parental
COc1ccc(-c2csc(NC(=O)CSc3nc(SC)ns3)n2)cc1	-11	23	4	-1	85*	1.0	-9	5	1
C/C(=N/NC(=O)c1ccc(Br)o1)c1cccc(NC(=O)c2ccc(C)o2)c1	9	2	7	-3	10	-0.1	-7	6	2
Cc1ccc(-c2nc3c4ccccc4ccn3c2Cc2ccsc2)cc1	-7	-10	0	0	/	/	0	6	8
COc1ccc(-c2c(N)nnc3c2[nH]c2ccccc23)cc1OC	-1	-18	2	-3	0	-0.1	2	-1	2
CC(=O)Nc1ccc(S(=O)(=O)NCC(=O)OCC(=O)NC(=O)c2cccn2C)cc1	1	-7	8	3	-1	-1.3	3	-2	-8
O=S(=O)(Nc1cccc(S(=O)(=O)N2CCOCC2)c1)c1cccs1	5	-7	1	-1	20	-1.2	3	10	-18
CCOC(=O)N1CCC(NC(=O)C2CCN(S(=O)(=O)c3cccs3)CC2)CC1	5	8	11	0	7	-1.1	2	-3	26
CCn1c(/C=C2\C(=O)N(C(C)C)c3ccccc32)nc2ccccc2c1=O	-8	-4	3	6	4	-2.9	1	2	0
O=c1c2cnn(-c3ccccc3)c2nc(-c2cccs2)n1-c1cccc(Cl)c1	4	-29	-1	0	9	-1.7	-6	8	-11
c1ccc2c(c1)nc1n2CCN1CCN1CCCC1	6	-15	9	-7	5	-1.3	7	1	1
Cc1ccc2c(c1)[C@H]1[C@H](CO2)[C@H](c2ccccc2)[C@]2(C)C(=O)N(Cc3ccco3)CC(=O)N12	-7	15	12	6	-17	-0.2	-13	8	7
COCCn1c(C)cc(C(=O)COC(=O)Cc2n[nH]c(=O)c3ccccc23)c1C	10	-16	4	3	0	-0.1	4	-2	-5
Cc1ccc(C(=O)N2CC(=O)Nc3ccc(C)cc3C2c2ccccc2)cc1 (centres undefined)	-2	-2	7	0	12	-0.7	3	-7	4
CC(C)OC(=O)c1cc(Cl)c(=O)n(Cc2ccc(Cl)cc2Cl)c1	-6	21	5	-6	-14	0.1	0	7	-4
CCOc1ccc(S(=O)(=O)/N=C(/Nc2ccc(C(C)=O)cc2)c2ccccc2)cc1	-7	-2	2	0	10	-0.2	-12	14	4
COc1ccc(N2CCN(C(=O)CCSCc3ccccc3F)CC2)cc1	-16	-10	-1	-1	5	0.8	-13	14	11
COc1cc(/C=N\NS(=O)(=O)c2ccccc2)cc(OC)c1OC	-6	-2	1	-3	21	-0.1	-5	3	9
N#CCc1nn(-c2ccc(F)cc2)c(N)c1C#N	0	-14	5	1	-13	-0.9	-3	6	21
O=C1OC(c2ccccc2)(N(Nc2ccccc2)c2ccccc2)c2ccccc21 (centres undefined)	-1	16	3	-2	-9	1.4	-7	9	-3
Cc1cc(C)c(NC(=O)C2CCCO2)c(C)c1NC(=O)C1CCCO1 (centres undefined)	2	-7	3	-2	10	0.3	-7	23	-8
CC(C)CNC(=O)c1cc2nc3c(c(C(F)(F)F)n2n1)CCc1ccccc1-3	8	4	11	-2	14	2.6	-5	5	22
Cc1ccc(CNC(=O)CCNC(=O)Cn2ccc3ccccc3c2=O)cc1	5	-3	7	-1	87*	-1.1	5	-6	15
Cc1ccc(CNC(=O)c2ccc(N3CCC4(CC3)CC(c3ccccc3)=NO4)c(NC(=O)c3cccc(C)c3)c2)cc1	11	-4	2	1	-12	3.9	-2	-11	-2

Compound profiles, as listed above. Order of values: M4 PAM	TAAR1 antag	TAAR1 agonist	CHRM5 agonist	CRFBP-R2 block	CRFR2-BP ag	M5 PAM	M5 antag	M1 PAM parental
O=C1OC(c2ccccc2)(N(Nc2ccccc2)c2ccccc2)c2ccccc21 (centres undefined) is listed as -1	16	3	-2	-9	1.4	-7	9	-3
Cc1cc(C)c(NC(=O)C2CCCO2)c(C)c1NC(=O)C1CCCO1 (centres undefined) is listed as 2	-7	3	-2	10	0.3	-7	23	-8

Next part
SMILES	M4 PAM	TAAR1 antag	TAAR1 agonist	CHRM5 agonist	CRFBP-R2 block	CRFR2-BP ag	M5 PAM	M5 antag	M1 PAM parental
COc1ccc(CCn2c(C)cc(C(=O)COC(=O)c3cnc(C)cn3)c2C)cc1	-2	6	7	-1	-2	-2.9	-8	8	3
COc1ccc(N2CCN(C(CNC(=O)C(=O)NCc3ccc4c(c3)OCO4)c3ccco3)CC2)cc1 (centres undefined)	21	-5	-1	3	-10	1.0	5	2	8
CCOC(=O)C1=CCC(c2ccc(Cl)cc2)N(S(=O)(=O)c2ccc(C)cc2)C1 (centres undefined)	5	4	3	-2	/	/	-12	-2	-7
COc1cc2c(cc1NC(=O)Nc1ccc(F)cc1)oc1ccccc12	18	6	2	0	-13	0.2	5	-1	10
CCOC(=O)c1c(NC(=O)CSc2nc3ccccc3o2)sc(C)c1C	1	13	5	2	15	-0.3	5	-7	12
CCCn1c2ccccc2c2cnn(CC(=O)NC3CCCC(C)C3C)c(=O)c21 (centres undefined)	0	-23	0	1	12	0.9	3	3	5
COC(=O)c1ccc(OCC(=O)N2CCCc3ccccc32)cc1	-8	-13	2	-3	3	-0.6	3	6	13
O=C(NNC(=O)c1ccc2ccccc2c1O)c1cccs1	0	-20	6	2	0	-1.3	0	-4	-2
CC(=O)c1ccc(NC(=S)NCCCn2ccnc2)cc1	0	-15	-1	0	1	-0.2	13	-2	10
CCCCCCC(=O)N1CCC(c2nc3c(nnn3Cc3ccccc3Cl)c(=O)[nH]2)CC1	1	-30	3	-3	-33	1.5	9	-5	12
COc1cc(Cn2cnnn2)ccc1O	5	7	3	0	20	1.4	-1	2	12
Cc1ccc(NC(=O)c2cc(-c3ccccc3)n[nH]2)cc1	-5	16	3	2	8	-0.5	6	3	21
Cc1ccc2nc(SCC(=O)NCc3ccco3)[nH]c2c1	7	5	0	-1	-2	1.1	0	2	-9
Cc1cccc(NNC(=O)c2c(F)cccc2Cl)c1	-1	-11	1	-1	-19	-0.1	8	-7	15
Cc1ccccc1NC(=O)COC(=O)c1cc(S(=O)(=O)N2CCOCC2)ccc1C	-4	-4	6	4	8	-0.3	0	1	6
CC1Cc2ccccc2N1C(=S)NC(=O)c1cccc(Br)c1 (centres undefined)	-5	9	0	-3	35	-2.2	-11	-1	19
Cc1ccc(OC[C@H](O)[C@H](C)NC(C)C)c2c1CCC2	9	15	9	1	-7	-0.6	0	8	3
COc1ccc2c(=O)c(-c3ccc(OC)c(OC)c3)coc2c1	-2	-6	0	3	3	-2.0	-5	5	-17
Cc1cccc(C(=O)NCCNC(=O)c2cccc(C)c2)c1	17	4	5	-1	-83	11	13	-3	23
CCOC(=O)CNC(=O)c1nn(-c2cccc(OC)c2)c(=O)c2ccccc12	2	-9	9	-8	-10	-0.8	-3	1	1
CC(C)c1ccc(Nc2nnns2)cc1	-13	-12	13	-1	-10	-1.3	1	8	-8
CC(C(=O)Nc1ccc2c(c1)OCO2)N(C)CC(=O)Nc1ccc(Cl)cc1 (centres undefined)	-1	0	-2	3	-22	-0.7	-3	9	8
Cc1cccc(-c2nc(CS(=O)CC(=O)NCc3cccs3)c(C)o2)c1 (centres undefined)	6	-2	-1	-1	4	0.6	-5	-1	17
Cc1cc(C=O)sc1[B-](F)(F)F	-3	-9	0	1	-4	-0.4	-3	-1	8
COc1ccc(Nc2nc(C)cc(C)c2C(N)=O)c(OC)c1	6	-6	3	1	10	-1.1	0	1	13
NC(=O)CSc1nnc(-c2cnccn2)n1-c1ccccc1	-2	18	15	0	-16	-0.2	-3	3	17
COc1ccc(C(=O)NCCS(=O)(=O)NCc2ccco2)cc1	9	10	-1	2	4	-0.1	-3	-3	4
CCOC(=O)N1CCN(c2nc(-c3cccc(OC)c3)cc(C(F)(F)F)n2)CC1	-1	2	12	-6	-10	0.1	-5	-1	-9
